CBFb-RUNX1 inh: qHTS Assay for Compounds Blocking the Interaction Between CBF-beta and RUNX1 for the Treatment of Acute Myeloid Leukemia | Runt-related transcription factor 1 (Homo sapiens) + Core-binding factor subunit beta … | AlphaScreen CBFb-His/RUNX1-biotin binding, biochemical | Potency, µM (doses to about 59.8 µM), inactives show at the top dose activity, negative = inhibition, usual class: inhibitors | 230,000 tested, under 10 active | AID 1477, 2009; note: % of control where 0% means no effect
Target sequence (Q01196 whole entry, looked up): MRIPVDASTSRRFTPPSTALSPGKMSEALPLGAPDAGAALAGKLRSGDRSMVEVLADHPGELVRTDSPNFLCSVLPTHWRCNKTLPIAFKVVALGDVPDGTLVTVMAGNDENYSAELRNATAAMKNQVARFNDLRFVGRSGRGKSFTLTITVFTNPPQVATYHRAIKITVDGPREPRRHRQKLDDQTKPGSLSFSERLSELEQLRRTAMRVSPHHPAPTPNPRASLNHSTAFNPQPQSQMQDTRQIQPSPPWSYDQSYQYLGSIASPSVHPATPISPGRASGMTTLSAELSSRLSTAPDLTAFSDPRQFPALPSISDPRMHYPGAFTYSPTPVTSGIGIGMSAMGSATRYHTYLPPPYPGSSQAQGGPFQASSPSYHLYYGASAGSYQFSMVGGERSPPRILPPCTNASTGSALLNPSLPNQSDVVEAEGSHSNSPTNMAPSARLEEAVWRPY
Target sequence (Q13951 whole entry, looked up): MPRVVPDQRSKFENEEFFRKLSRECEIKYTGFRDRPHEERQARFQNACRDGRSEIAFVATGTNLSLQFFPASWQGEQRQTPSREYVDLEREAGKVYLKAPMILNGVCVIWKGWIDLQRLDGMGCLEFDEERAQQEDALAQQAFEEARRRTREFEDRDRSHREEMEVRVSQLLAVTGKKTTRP
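Interaction loss through any mechanism counts as activity. Pre-formed complex of His-CBF-beta and biotin-RUNX1 (30 nM apiece) is incubated with compound 15 min, then with 50 ng nickel and 50 ng streptavidin beads for 90 min before AlphaScreen detection.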
Luc counter: Counterscreen for Luciferase (Kinase-Glo TM) Inhibition | Luciferin 4-monooxygenase (Photuris pensylvanica), Q27757 | Kinase-Glo luciferase, ATP luminescence, 8 min | Potency, µM (titrated, usually from 38.3 µM), for inactives: at the top dose activity change, negative = inhibition, usual class: inhibitors | 200,000 tested, 0.28% active | AID 1379, 2008; note: potency is the fitted concentration of half-maximal effect; % is set by controls: 0 for no effect and ±100 for the full control effect; nearly all actives have a fitted effect of over 60% in size
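Inhibition of Kinase-Glo luciferase light generation was assessed at 10 uM ATP in pH 7.2 imidazole buffer, with luminescence measured after eight minutes at ambient temperature.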
HTT aggregate: qHTS Multiplex Assay to Identify Dual Action Probes in a Cell Model of Huntington: Aggregate Formation (GFP) | Potency, µM (titrated, usually from 46.1 µM), for the others: top-dose activity change, negative = inhibition, usual class: inhibitors | 220,000 tested, 1.1% active | PC12 HttQ103-GFP aggregates, Acumen cytometry, 40 h; note: potency is the fitted concentration of half-maximal effect; % is set by controls: 0 for no effect and ±100 for the full control effect; nearly all actives have a fitted effect of over 60% in size
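PC12 cells with ecdysone-inducible HTT exon1 Q103-GFP, induced by 100 nM tebufenozide, given compounds in a concentration series. GFP aggregates (1–25 um, 6 SD above background) counted in lysates by laser-scanning cytometry, 488 nm excitation.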
IMPase Li inh: qHTS Assay for Identifying the Cell-Membrane Permeable IMPase Inhibitors: Potentiation with Lithium | CHO-M1 cells, IP1 TR-FRET (IP-One), carbachol + lithium | Potency, µM (titrated, usually from 59.4 µM), for inactives: top-dose activity, negative = IMPase inhibition, usual class: inhibitors | 210,000 tested, 0.35% active;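 note: IP1 builds up when IMPase is blocked and the TR-FRET signal falls; potency is the fitted concentration of half-maximal effect; plate controls were basal vehicle for no effect and high inhibitor control for full effect; nearly all actives have a fitted effect of over 50% in size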
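Readout is a homogeneous TR-FRET IP1 immunoassay (Ex 320, Em 665 and 620), where raised cytosolic IP1 lowers signal. Cells were CHO-M1 treated 30 min at 37C with test compounds plus a little lithium; AC50 values came from Hill-equation fitting.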
LMNA splice mod: qHTS Assay for Modulators of Lamin A Splicing. HeLa LMNA splicing GFP/RFP minigene ratio, 48 h. Potency, µM (series often up to 46.1 µM), without a hit: top-dose ratio change, negative = inhibition, most hits filed as inhibitors. 200,000 tested, 0.01% active. AID 1487, 2009; active = well fitted inhibition curve with a large enough effect in the signal ratio, with a control signal flat, not every such curve was filed as active; inconclusive = small, poorly fitted or top-dose-only effect, or effect the other way, or a change in a side signal; the % refers to the signal ratio; note: potency is the fitted concentration of half-maximal effect; % is set by controls: 0 for no effect and ±100 for the full control effect
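S3 HeLa stable clones carrying a lamin A-EGFP splicing minigene plus DsRed2 were seeded at 600 cells/well in Opti-MEM with 2% FBS, pin-dosed and incubated 48 h at 37°C. Acumen cytometry (488 nm) gave the GFP/RFP total-intensity ratio.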
NPSR antagonist: qHTS Assay for Antagonists of the Neuropeptide S Receptor: cAMP Signal Transduction; Q6W5P4; CHO-NPSR cells, cAMP TR-FRET, antagonist mode; Potency, µM (doses to about 38.3 µM), for the others: at the top dose activity change, negative = inhibition, hits mostly inhibitors; 220,000 tested, 1% active; note: potency is the fitted concentration of half-maximal effect; % is set by controls: 0 for no effect and ±100 for the full control effect; nearly all actives have a fitted effect of over 50% in size; many of its hits are not listed in these tables
Target sequence (Q6W5P4 whole entry, looked up): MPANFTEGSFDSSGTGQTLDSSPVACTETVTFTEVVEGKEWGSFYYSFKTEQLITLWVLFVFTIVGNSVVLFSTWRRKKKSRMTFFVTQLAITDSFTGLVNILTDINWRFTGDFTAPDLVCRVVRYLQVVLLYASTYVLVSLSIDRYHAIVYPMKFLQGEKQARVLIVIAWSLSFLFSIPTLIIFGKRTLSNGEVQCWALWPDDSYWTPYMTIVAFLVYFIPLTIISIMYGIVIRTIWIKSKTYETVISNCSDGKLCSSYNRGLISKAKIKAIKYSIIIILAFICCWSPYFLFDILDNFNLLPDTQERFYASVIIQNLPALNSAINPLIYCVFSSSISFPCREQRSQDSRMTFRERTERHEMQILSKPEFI
Epigenetic reg: Quantitative High-Throughput Screen for Regulators of Epigenetic Control. murine LDR cells, GFP reporter derepression, 30 h. Potency, µM (doses to about 53.9 µM), for the others: top-dose GFP activation, most hits filed as activators. 280,000 tested, 0.2% active. AID 1865, 2009; note: potency is the fitted concentration of half-maximal effect; % of control where 0% means no effect; nearly all actives have a fitted effect of over 60% in size
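In this reporter-derepression format, murine cells bearing a silenced integrated CMV-GFP locus incubate with test compound (30 h, 37 C), then are washed and imaged; fluorescent objects of 20–120 um count as induced cells.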
An asterisk follows results filed as active; ? = inconclusive; nt = not tested or not shown; & = joins results of further samples; [ ] = another dose, or the depositor's remark. Unless noted, calls come from the whole dose curve; as a rule, active = well fitted curve in the direction sought with a large enough effect; inconclusive = small, poorly fitted or top-dose-only effect, or another doubt; inactive = no such curve, though single readings can be large; an effect the other way counts as inactive or inconclusive. Some of the compounds tested; rates above refer to the full screens.

smiles,NPSR antagonist,IMPase Li inh,LMNA splice mod,Luc counter,CBFb-RUNX1 inh,HTT aggregate,Epigenetic reg
N#Cc1cn(Cc2cccc(Cl)c2)c2ccccc12,-20.5%[46.1 µM],34.6%[activator][38.3 µM],4.0%,1.7%,?,?,1.0%
CCC(=O)Nc1ccc(NC(=S)NC(=O)/C=C/c2ccccc2)cc1,-22.0%,0.0%,?,-0.6%,-6.9%,4.2%,7.7%
COC(=O)c1c(-c2ccccc2)csc1NC(=O)c1c(-c2ccccc2)noc1C,-22.3%,6.2%,?,0.9%,0.6%,-21.8%,-1.0%
CCOC(=S)SCc1cn2ccccc2n1,8.9%,0.0%,nt,1.0%,-10.0%,0.5%,6.2%
O=C(Nc1cccnc1)c1ccc(Cl)cc1[N+](=O)[O-],7.8%,-2.6%,19.1%[46 µM],5.7%,?,-12.5%,-2.0%
O=C(CSc1nnc2scc(-c3ccccc3)n12)NCc1ccco1,3.0%,-0.8%,-4.1%,4.9%,4.3%,1.3%,8.2%
Cn1nc(-c2ccccc2)c(-c2nc(-c3ccc(Cl)cc3)no2)c1Cl,-9.7%[46.1 µM],42.0%[activator][38.3 µM],8.1%,-4.9%,24.7%,3.4%,1.7%
COC(=O)c1ccccc1NC(=O)/C=C/c1ccco1,1.1%,-3.1%,?,-10.7%,-5.5%,-0.4%,0.0%
CC(=O)C1=C(Nc2ccccc2)CC(C)(O)C(C(C)=O)C1c1ccccc1 (configuration not stated),-2.8%[7.67 µM],nt,nt,nt,1.7%,-14.2%[9.22 µM],1.0%
COc1cnc(-c2ccccc2)nc1Oc1ccc(Cl)cc1C,-37.1%,18.4%,nt,-1.1%,1.1%,10.0%,1.5%
CC1=NN(C(=O)c2csc(C)c2)C(O)(C(F)(F)F)C1 (configuration not stated),-6.0%[46.1 µM],-11.7%[38.3 µM],4.4%,-0.2%,2.9%,2.6%,-0.7%
CC(C)(C)C(=O)NC(=S)N1CCCC1,4.8%,-11.2%,-9.9%,0.4%,5.9%,7.2%,-3.0%
COc1ccc(N=C2SC(C(=O)Nc3ccc(F)cc3)CC(=O)N2C)cc1 (configuration not stated),17.3%,10.4%,?,-2.4%,2.7%,-0.4%[9.22 µM],-0.1%
O=C(CSc1ncn[nH]1)c1cccc([N+](=O)[O-])c1,9.1%,0.0%,8.0%,0.0%,-10.4%,6.7%,?
Cc1cccc(N2CCN(C(=O)CCCOc3ccccc3)CC2)c1C,-22.4%[46.1 µM],11.4%[38.3 µM],?,0.6%,15.7%,-16.3%,0.0%
COc1ccc(NC(=S)N2CCN(C(c3ccccc3)c3ccccc3)CC2)c(OC)c1,46.6%,16.1%,9.5%[46 µM],-2.0%,-19.4%,-3.4%[9.22 µM],0.0%
CCCN1C(=O)COc2ccc(-c3n[nH]c(=O)c4ccccc34)cc21,5.5%,9.6%,nt,-1.0%,4.8%,?,-6.1%
CCn1c(=O)c(=O)n(CC)c2cc(S(=O)(=O)Nc3ccc(C)cc3)ccc21,0.0%,nt,nt,nt,5.3%,-16.6%[9.22 µM],-1.0%&-3.3%
CCNc1nc(N2CCOCC2)nc(N(c2ccccc2)c2ccccc2)n1,-13.5%[46.1 µM],50.9%[activator][38.3 µM],-2.6%,0.8%,-0.3%,-10.9%,0.0%
COc1ccccc1C(=O)C1CCCN(C(=O)CSc2ccccn2)C1 (configuration not stated),4.8%,nt,nt,nt,2.0%,-4.1%,0.5%
Cc1ccc(/C=N/NC(=O)c2nnn(-c3nonc3N)c2CSc2ccc(Cl)cc2)cc1,-39.3%,-1.4%,nt,0.9%,-5.0%,-2.1%,?
N/N=C1\CCCc2c1[nH]c1ccc([N+](=O)[O-])cc21,-10.9%,nt,nt,nt,0.1%,5.0%[9.22 µM],-2.0%
COc1ccc(/C=C2\SC(=S)N(CC(=O)OCC(=O)Nc3ccc([N+](=O)[O-])cc3OC)C2=O)cc1,5.0%,-3.3%,nt,-2.5%,-0.7%,1.6%,1.3%
O=C(NC1CCCCC1)c1ccc(S(=O)(=O)N2CCCC2)cc1,8.7%[46.1 µM],-2.0%,-11.3%,-0.3%,4.8%,-9.7%,0.0%
Cc1ccc2[nH]c(=O)c(CN(C)C(=O)c3cccs3)cc2c1,-3.8%,-1.9%,nt,1.2%,1.8%,6.3%,-3.5%
OCc1nc2ccccc2n1CC(O)Cn1ccc2ccccc21 (configuration not stated),15.6%[46.1 µM],23.5%[38.3 µM],?,-3.2%,8.3%,?,0.0%
CSCCC1COC(c2cccs2)=N1 (configuration not stated),19.8%,-4.0%,18.5%[9.22 µM],-1.6%,2.1%,20.5%,5.7%
COc1cccc(C2CC(c3cccs3)Nc3ncnn32)c1 (configuration not stated),-8.5%[46.1 µM],-5.7%[38.3 µM],4.7%,-2.5%,-3.4%,-11.5%,0.0%
COc1ccc(OC)c2c(C)cc(NCCN3CCOCC3)nc12,?,24.5%[38.3 µM],?,-0.1%,1.7%,7.6%,-3.2%
CCCSc1nc2cc(C)c(C)cc2n1CC(C)O (configuration not stated),-2.9%,-2.2%,?,-0.3%,7.6%,2.1%,-1.5%
O=C(Nc1cc(C(F)(F)F)ccc1N1CCOCC1)c1ccccc1,-20.7%[46.1 µM],16.9%[38.3 µM],1.9%,-4.2%,-0.6%,9.5%,0.9%
COc1ccc(C(=O)N(C)c2c(C)n(C)n(-c3ccccc3)c2=O)cc1OC,9.7%,19.5%,-8.8%[46 µM],-4.8%,-6.1%,2.5%,-2.7%
CC(C)N1CN=C(Nc2nc3ccccc3o2)NC1,19.0%,-18.1%,nt,-2.5%,13.4%,-16.4%,-2.2%
Cc1cc(COc2ccccc2OCc2cc(C)no2)on1,0.6%[46.1 µM],24.3%[38.3 µM],-8.7%,-0.3%,2.6%,-14.1%,0.0%
CN(C)/C=C1\N=C(c2ccccc2)OC1=O,10.4%,9.4%,nt,-2.3%,-11.8%,-10.2%,-1.1%
CN1CCN(C(=O)CCCOc2cc(=O)n(C)c3ccccc23)CC1,0.4%[46.1 µM],16.7%[38.3 µM],-1.3%,-3.8%,1.2%,6.8%,1.0%
COc1ccc(CN2C(=O)N(c3ccc(OC)cc3)C(=O)C2CC(=O)Nc2ccccc2)cc1 (configuration not stated),-6.5%,2.3%,nt,-1.0%,3.0%,1.1%,-5.7%
O=C1CCCC(=O)N1c1ccc(N2CCN(c3ccc([N+](=O)[O-])cc3)CC2)c([N+](=O)[O-])c1,0.1%,-3.3%,?,-0.2%,-7.6%,-8.4%,0.0%
COc1ccccc1Nc1nc(Cl)nc(Nc2ccccc2OC)n1,-24.5%,6.5%,nt,2.5%,7.5%,6.6%,-1.3%
Cc1ccccc1-n1nc(C)c2cc(C(=O)N3CCN(S(=O)(=O)c4ccccc4)CC3)sc21,-22.9%[46.1 µM],18.7%[38.3 µM],-4.2%,-0.2%,-1.4%,-15.9%,0.0%
CN(C(=O)c1ccccc1OC1CCN(S(C)(=O)=O)CC1)C1CCOC1 (configuration not stated),10.0%,1.2%,nt,-1.7%,0.6%,-5.1%[9.22 µM],-1.4%
CN(C)S(=O)(=O)N(CC(=O)NCCSCc1ccccc1)c1ccccc1,-6.2%,-4.0%,nt,nt,-17.3%,3.6%,-0.2%&-1.0%
CN(CC(=O)Nc1ccc(F)c(F)c1F)C(=O)/C=C/c1ccc(Cl)cc1,-5.7%[46.1 µM],nt,-0.1%,nt,-9.1%,-15.5%,1.0%
C[C@@H](C[C@@H](O)[C@H](O)C(C)(C)O)[C@@H]1CC[C@]2(C)C3=CC[C@H]4C(C)(C)C(=O)CC[C@]4(C)[C@H]3CC[C@@]12C,-55.4%,24.3%,-3.7%,2.7%,7.8%,35.5µM*,15.4%
CC(OC(=O)CNC(=O)C12CC3CC(CC(C3)C1)C2)C(=O)Nc1ccc(S(N)(=O)=O)cc1 (configuration not stated),-1.2%,1.3%,-11.4%[46 µM],5.6%,23.1%,16.3%,-4.5%
COc1c(O)ccc(/C=C(\C#N)c2nc3ccccc3[nH]2)c1[N+](=O)[O-],2.0%,-2.8%,-15.1%,-2.0%,2.6%,18.1%,-3.2%
COc1cc(CCC(=O)OCC(=O)Nc2nc(C)c(Cl)cc2Cl)cc(OC)c1OC,-3.4%[46.1 µM],14.3%[38.3 µM],10.3%,-4.9%,3.3%,3.4%,-1.0%
COc1ccc(S(=O)(=O)N2CCOCC2)cc1NC(=O)c1ccc2c(c1)OCCO2,12.7%,0.6%,nt,3.3%,7.1%,12.2%,-5.1%
CCOc1cnc(-c2ccc(Cl)cc2)o1,-6.4%[46.1 µM],-1.5%,-7.7%,6.3%,2.9%,23.9%,-0.9%
O=c1[nH]c(CSc2nc3ccccc3o2)nc2c1cnn2-c1ccccc1,-11.8%[46.1 µM],-16.5%[38.3 µM],?,-5.5%,-4.9%,-11.5%,-1.5%
O=C(O)C(=O)/C(=C\c1ccccc1)c1ccc2ccccc2n1,-10.1%[46.1 µM],12.7%[38.3 µM],6.8%,7.7%,3.5%,-4.4%[9.22 µM],-1.0%
Cc1ccc(C(=O)c2coc3cc([N+](=O)[O-])c(O)c([N+](=O)[O-])c23)cc1,-25.2%,9.8%,?,-2.5%,0.1%,1.7%,1.0%

Single values from the results shown.
Entry for `CN(CC(=O)Nc1ccc(F)c(F)c1F)C(=O)/C=C/c1ccc(Cl)cc1` under LMNA splice mod: -0.1%
Entry for `O=C(CSc1nnc2scc(-c3ccccc3)n12)NCc1ccco1` under IMPase Li inh: -0.8%

Screens deposited in PubChem BioAssay by National Center for Advancing Translational Sciences (NCATS).
